# SENP1 inh – inhibitors of human SENP1 SUMO protease catalytic domain; recombinant SENP1 catalytic domain, CyPet-SUMO1-YPet FRET cleavage; inhibition, % at 10 µM; hit rate 0.21% among 360,000; AID 624204;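 active = inhibition at least 30% at 10 µM, raw YFP signal under a set limit, fluorescence ratio 0.5 to 1.5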;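 note: 0% = enzyme with DMSO and 100% = no enzyme wells; some results filed as inactive read as strong as hits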
# Target sequence (Q9P0U3 419-644 limits assumed): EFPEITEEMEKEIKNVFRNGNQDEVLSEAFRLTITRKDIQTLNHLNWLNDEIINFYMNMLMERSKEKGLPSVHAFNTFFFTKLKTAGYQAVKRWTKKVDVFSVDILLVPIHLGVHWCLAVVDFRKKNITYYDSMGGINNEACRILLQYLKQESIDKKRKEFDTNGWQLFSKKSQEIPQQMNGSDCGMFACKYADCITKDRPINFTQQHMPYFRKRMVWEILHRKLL
#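 System: Recombinant human SENP1 catalytic domain, His6-tagged | Incubation: Enzyme reaction for 50 min at room temperature, dark | Medium: Tris pH 8 with BME, BSA, NP40 and catalase | Also added: 25 nM SUMO1 FRET substrate | Compound: 10 µM single point, 0.5% DMSO | Measured by: FRET fluorescence in CFP and YFP emission channels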
# APOBEC3G inh – APOBEC3G (human) deaminase inhibition | recombinant A3G, ssDNA deamination FAM/TAMRA fluorescence | inhibition, % at 20 µM | hit rate 0.28% among 330,000;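 active = inhibition of at least 40% at 20 µM, with no more than 30% in the related APOBEC3A deaminase screen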;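 note: plate controls were DMSO wells with A3G for no effect and wells lacking A3G enzyme for full effect; some compounds called inactive have numbers as strong as hits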
# UBC13 inh – human UBC13 polyubiquitination inhibition | P61088 | UBC13 polyubiquitin chain formation, TR-FRET | inhibition, % at 20 µM | hit rate 0.47% among 330,000 | AID 485273; in the data active = inhibition above about 45%, passing the limit was not always enough
# SENP7 inh – blocks the human protease SENP7. Q9BQF6. recombinant SENP7, Z-RLRGG-aminoluciferin luminescence, 40 min. inhibition, % at 5 µM. hit rate 1.5% among 330,000;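 active = inhibition above about 50% at the single test dose, limit read from the data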;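 note: plate controls were DMSO with enzyme for no effect and no enzyme buffer wells for full effect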
# Target sequence (Q9BQF6 706-1050 limits assumed): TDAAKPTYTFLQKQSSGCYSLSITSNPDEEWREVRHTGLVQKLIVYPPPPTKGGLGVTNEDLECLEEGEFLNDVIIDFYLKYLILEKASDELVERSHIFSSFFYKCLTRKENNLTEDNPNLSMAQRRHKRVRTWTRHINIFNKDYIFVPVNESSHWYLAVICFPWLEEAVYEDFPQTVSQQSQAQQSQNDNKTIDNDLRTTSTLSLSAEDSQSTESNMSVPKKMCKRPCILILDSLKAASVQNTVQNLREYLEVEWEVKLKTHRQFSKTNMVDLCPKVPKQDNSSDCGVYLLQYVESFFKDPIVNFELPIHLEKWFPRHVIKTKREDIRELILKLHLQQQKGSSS
# Apaf-1 inh – blocks human Apaf-1 apoptosome activity | O14727 | reconstituted apoptosome caspase-3 activity, DEVD-Rh110 fluorescence | inhibition, % at 20 µM | hit rate 0.71% among 330,000 | AID 489030; active = inhibition of at least 40% at 20 µM;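 note: plate controls were DMSO wells for no effect and DEVD-CHO caspase inhibitor wells for full effect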
#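 Assay system: Apoptosome proteins | Medium: pH 7.5 Hepes buffer with CHAPS, BSA, DTT | Also added: Cytochrome c and DEVD-Rh110 substrate | Times: 30 min plus 50 min, RT | Detection: Rhodamine 110 fluorescence at Ex 480/Em 540 nm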
# SENP8 block-1 – inhibitors of human SENP8 protease; Q96LD8; recombinant SENP8, Nedd8 substrate fluorescence; inhibition, % at 20 µM; hit rate 0.64% among 360,000; AID 602440; in the data active = inhibition mostly above about 40%, no sharp cut-off; inactive = mostly below about 27%
# SENP6 block – inhibitors of human SENP6 protease | Recombinant SENP6 catalytic domain, aminoluciferin luminescence | inhibition, % at 10 µM | hit rate 1.8% among 330,000 | AID 2599;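 active = inhibition above about 50% at the single tested dose, limit read from the data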;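 note: plate controls were DMSO wells with enzyme for no effect and DMSO wells lacking enzyme for full effect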
# Target sequence (Q9GZR1 628-1112 limits assumed): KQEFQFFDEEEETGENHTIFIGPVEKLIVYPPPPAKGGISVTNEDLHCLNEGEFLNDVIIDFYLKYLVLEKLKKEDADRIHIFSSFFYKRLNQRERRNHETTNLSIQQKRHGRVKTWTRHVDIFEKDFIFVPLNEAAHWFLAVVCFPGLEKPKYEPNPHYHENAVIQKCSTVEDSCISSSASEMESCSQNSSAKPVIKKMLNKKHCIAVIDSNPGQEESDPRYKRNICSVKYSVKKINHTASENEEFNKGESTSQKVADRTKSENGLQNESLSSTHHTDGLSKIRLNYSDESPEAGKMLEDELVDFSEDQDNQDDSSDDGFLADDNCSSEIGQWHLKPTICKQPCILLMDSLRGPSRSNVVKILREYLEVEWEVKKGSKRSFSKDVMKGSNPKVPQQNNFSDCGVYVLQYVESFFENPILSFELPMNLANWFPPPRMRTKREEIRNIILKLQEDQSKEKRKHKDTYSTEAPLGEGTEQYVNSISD
# SENP8 block-2 – inhibitors of human SENP8 protease; purified SENP8, Z-RLRGG-aminoluciferin cleavage, luminescence; inhibition, % at 10 µM; AID 2540; hit rate 1.2% among 330,000; Q96LD8; in the data active = inhibition above about 50%
# * marks the source's active call; other numbers are inactive results; / = not tested or not shown.
SMILES,SENP1 inh,APOBEC3G inh,UBC13 inh,SENP7 inh,Apaf-1 inh,SENP8 block-1,SENP6 block,SENP8 block-2
Cc1nn(CC#N)c(=O)n1N(C)c1ncc(C(F)(F)F)cc1Cl,-95,-4,-3,0,-11,-13,-28,0
Nc1ccccc1-n1cccc1,-33,1,11,-4,5,-469,2,5
O=C(CSc1nc2ccccc2n1CC(=O)N1CCCC1)NCc1ccc2c(c1)OCO2,1,4,4,7,1,-2,-5,-2
Cc1ccc(C(OCC(C)(C)C[N+](C)(C)C)c2ccccc2)cc1 (stereo unspecified),-2,26,4,4,2,10,-18,3
CCCn1nnc(NC(=S)NC(=O)c2ccc(-c3ccc(Br)cc3)o2)n1,-4,5,-32,-7,23,-4,-32,-11
CC(C)(C)c1nn(-c2ccccc2)c2nc(Cl)c(C=O)cc12,-3,17,4,5,10,-150,4,-5
CCOc1ccccc1NC(=O)/C=C/C(N)=O,2,-5,6,4,-11,9,-1,-5
O=C(c1cnc2sccn2c1=O)N1CCCc2ccccc21,0,-1,-4,-8,13,14,-22,-10
COc1ccc(-c2nnc3ccc(SCC(=O)Nc4cc(C)on4)nn23)cc1OC,1,-4,-23,-19,-6,15,-20,-4
CCCN(CCC)C(=O)c1oc2ccccc2c1NC(=O)Cc1cccc(OC)c1,0,-4,1,1,22,-13,23,10
O=C(COc1ccccc1)NC(=S)Nc1ccc2c(c1)Cc1ccccc1-2,3,-2,5,3,-6,20,-5,-6
O=C(Nc1nnc(SCc2ccccc2Cl)s1)c1cccc([N+](=O)[O-])c1,2,0,-4,2,21,14,18,-2
O=C(Nc1cccc(S(=O)(=O)N2CCCC2)c1)c1ccc(Cl)nc1,3,-6,11,11,0,-7,-17,-1
Cc1ccc(NC(=O)CSc2nc3nc(C)cc(C)c3c(=O)[nH]2)cc1,1,-2,-7,-3,5,-12,-11,0
CCOC(=O)[C@H]1[C@H]2COc3ccc(Cl)cc3[C@@H]2N2C(=O)CN(Cc3ccco3)C(=O)[C@@]12C,0,-8,-13,-6,9,16,1,-5
CCC(=O)N(Cc1cc2cc(OC)ccc2[nH]c1=O)c1ccc(C)cc1C,0,-2,3,2,22,-321,-3,-3
NS(=O)(=O)c1ccc(NC(=O)COC(=O)COc2ccccc2)cc1,4,-3,0,-7,-4,0,-11,-15
C[C@H](NC(=O)c1ccc2c(c1)OCO2)c1nnc2ccccn12,-1,-7,0,10,-3,6,-8,-4
COc1ccc(CNC(=O)CN(Cc2ccco2)C(=O)CNS(=O)(=O)c2ccc(C)cc2)cc1,0,-11,3,-5,6,8,-14,-3
C=CCn1c(SCC(=O)N2CCc3ccccc3C2)nc2sc(C)cc2c1=O,-3,-3,-2,-2,19,14,-1,-7
CCCc1cc(=O)[nH]c(SCC(=O)NC2CC2)n1,3,-3,1,2,-1,4,11,3
COc1ccc2c3c(c(=O)oc2c1OCC(=O)C(C)(C)C)CCCC3,-4,-3,10,-6,4,-410,-18,0
CCOC(=O)CC(=O)CSc1ccc2nnc(-c3ccccc3)n2n1,0,-5,0,-4,-7,-131,-6,-14
COc1ccc(-c2ccc3c(c2)S(=O)(=O)c2cccc(C(=O)NCc4cccc(OC(F)(F)F)c4)c2C3=O)cc1OC,-31,-8,-10,-7,-11,-23,2,-1
CCN(CC)C(=S)NC(=O)c1ccc(F)cc1,1,-7,3,-4,6,6,3,-6

# Overlap with the part before: 4 entries, followed by the next part.
SMILES,SENP1 inh,APOBEC3G inh,UBC13 inh,SENP7 inh,Apaf-1 inh,SENP8 block-1,SENP6 block,SENP8 block-2
COc1ccc2c3c(c(=O)oc2c1OCC(=O)C(C)(C)C)CCCC3,-4,-3,10,-6,4,-410,-18,0
CCOC(=O)CC(=O)CSc1ccc2nnc(-c3ccccc3)n2n1,0,-5,0,-4,-7,-131,-6,-14
COc1ccc(-c2ccc3c(c2)S(=O)(=O)c2cccc(C(=O)NCc4cccc(OC(F)(F)F)c4)c2C3=O)cc1OC,-31,-8,-10,-7,-11,-23,2,-1
CCN(CC)C(=S)NC(=O)c1ccc(F)cc1,1,-7,3,-4,6,6,3,-6
Cc1cc(C)cc(NC(=S)/C(=C(\[O-])c2ccc(Cl)s2)[n+]2cccc(C)c2)c1,-4,-13,9,1,-14,14,-11,-2
CN(CCO)c1ccc(-c2nn(C)c(=O)c3ccccc23)cc1[N+](=O)[O-],-12,-5,-44,-4,4,-3,-2,-11
CSc1cccc(NC(=O)CN(c2ccccc2)S(=O)(=O)N(C)C)c1,0,-6,12,6,-12,11,-5,-2
O=C(COc1coc(CN2CCc3ccccc3C2)cc1=O)Nc1cccc([N+](=O)[O-])c1,-16,-7,-1,-1,14,14,2,12
CC(=O)Nc1ccc(C2NC(=O)CCC2[N+](=O)[O-])cc1 (stereo unspecified),-1,-6,0,-7,-1,13,-3,-2
O=C(CCNC(=O)c1ccccc1Cl)Nc1nc2ccc(F)cc2s1,-2,-6,30,-4,5,12,2,-8
CCc1ccccc1NC1=NCC(=O)N1Cc1ccccc1,2,1,-10,-4,5,12,-6,-11
O=C(COC(=O)CNS(=O)(=O)c1cccc(F)c1)NCCc1ccccc1,-2,-9,0,-10,1,13,-1,-1
Cc1cccc(NC(=O)c2ccc([N+](=O)[O-])o2)n1,0,-7,-13,10,10,29,8,4
O=C1CCC(C(=O)N2CCCCCC2)CN1CCc1ccc(Cl)cc1 (stereo unspecified),0,-5,0,3,4,10,11,0
CCOC(=O)C1=C(C)NC(=O)NC1c1c(O)ccc2ccccc12 (stereo unspecified),-2,-10,4,0,1,7,11,6
CN(C)c1ccc(NC(=O)Nc2ccc3snnc3c2)cc1,4,-7,2,62*,12,28,70*,23
N/C(=N/OCC(=O)Nc1cccc2ccccc12)c1nonc1N,-3,-11,4,7,-6,3,-8,-7
O=C(CSc1nnc(C2COc3ccccc3O2)o1)Nc1ccc(F)cc1Cl (stereo unspecified),1,0,-6,-2,3,3,5,-7
Cn1cc(C(=O)N2CCc3ccccc3C2)c(=O)c2cc(S(=O)(=O)N3CCOCC3)ccc21,-1,-7,-6,-7,-2,5,-7,-3
O=[N+]([O-])c1ccc(OCCCn2cncn2)cc1,1,-7,-12,-1,-3,3,5,11
CCc1ccc(OCC(=O)N/N=C/c2cc([N+](=O)[O-])ccc2N2CCOCC2)cc1,-5,-5,-1,2,3,-6,-6,-2
COc1ccc2oc(=Nc3cc(F)ccc3F)c(C(N)=O)cc2c1,-1,-2,9,9,0,16,7,0
CC(C)(C)n1nc2c(c1NC(=O)COc1ccc(Cl)cc1)CS(=O)(=O)C2,1,-10,0,6,0,-1,12,-1
CCCCC(=O)OCC(=O)c1[nH]c(C)c(C(=O)OCC)c1C,0,2,-4,12,-11,27,1,-2
Cc1cc(N2CCCCC2)nc(SCc2ccc(C#N)cc2)n1,2,-1,12,-1,23,4,-9,-3
CN(n1cnc2ccccc2c1=O)S(C)(=O)=O,-2,-4,1,1,-14,12,0,7
CN(CCc1ccccc1)C(=O)c1cccc(NC(=O)Cc2ccc([N+](=O)[O-])cc2)c1,4,-7,18,-10,10,8,-14,5
O=C(O)C1Sc2[nH]c(=O)sc2C2c3cc(Br)ccc3OC(=O)C12 (stereo unspecified),-32,2,-16,7,0,-2,9,3
COc1ccc(Cc2nc3ccc(C(=O)N4CCOCC4)cc3o2)cc1,0,1,-12,-9,18,4,-12,-1

# Reformatted bar-delimited: entries from further up.
Compound | SENP1 inh | APOBEC3G inh | UBC13 inh | SENP7 inh | Apaf-1 inh | SENP8 block-1 | SENP6 block | SENP8 block-2
CCc1ccccc1NC1=NCC(=O)N1Cc1ccccc1 | 2 | 1 | -10 | -4 | 5 | 12 | -6 | -11
O=C(COC(=O)CNS(=O)(=O)c1cccc(F)c1)NCCc1ccccc1 | -2 | -9 | 0 | -10 | 1 | 13 | -1 | -1
Cc1cccc(NC(=O)c2ccc([N+](=O)[O-])o2)n1 | 0 | -7 | -13 | 10 | 10 | 29 | 8 | 4
O=C1CCC(C(=O)N2CCCCCC2)CN1CCc1ccc(Cl)cc1 (stereo unspecified) | 0 | -5 | 0 | 3 | 4 | 10 | 11 | 0
CCOC(=O)C1=C(C)NC(=O)NC1c1c(O)ccc2ccccc12 (stereo unspecified) | -2 | -10 | 4 | 0 | 1 | 7 | 11 | 6

# Later entries.
SMILES,SENP1 inh,APOBEC3G inh,UBC13 inh,SENP7 inh,Apaf-1 inh,SENP8 block-1,SENP6 block,SENP8 block-2
Cc1nnc(NC(=O)CSc2n[nH]c(-c3ccccc3)n2)s1,2,-17,5,10,-2,1,5,1
O=C(CN1CCN(S(=O)(=O)c2ccc(Br)cc2)CC1)N/N=C/c1ccco1,-1,-1,2,5,3,14,-24,2
COc1cc(OC)c2c(-c3ccccc3)cc(=O)oc2c1,3,-3,1,4,0,-3,-6,-5
Cc1nc2ccccn2c1C(=O)CSc1ccc(Cl)cc1Cl,0,-9,-14,-9,15,17,-16,-9
Cc1cc(NS(=O)(=O)c2ccc(NC(=O)C(C)N3C(=O)c4ccccc4C3=O)cc2)nc(C)n1 (stereo unspecified),2,-3,5,3,-3,16,0,-2
CC1(c2ccc(Cl)cc2)NC(=O)N(CC(=O)c2ccc3c(c2)OCO3)C1=O (stereo unspecified),-4,-5,2,-13,0,2,-6,-1
O=C(O)CCCCCNC(=O)c1ccccc1,0,-4,-2,8,5,13,4,11
O=C(C[n+]1ccccc1)c1ccc(-c2ccccc2)cc1,2,-8,4,5,7,20,15,3
c1ccc2c(Nc3ccc(N4CCOCC4)cc3)nc(N3CCOCC3)nc2c1,-2,-6,-3,-16,9,-18,-10,-4
C=CCNc1ncnc2c1[nH]c1ccccc12,-6,-3,8,1,-3,-366,-15,2
CCN(CC)CC#CCC(OC)(c1ccccc1)c1ccccc1,2,-4,-8,-10,4,11,-3,-4
CC(=O)Nc1nc2c(C)cc(NC(=O)C3CCCCC3)cc2s1,2,-7,7,5,7,11,-3,5
O=C(COC(=O)/C=C/c1ccc([N+](=O)[O-])cc1)NC1CCCCC1,1,6,-13,-3,16,3,-2,-12
COCCSc1nc(N)c(NC(=O)c2ccco2)c(=O)[nH]1,1,-7,3,3,-5,10,-12,-6
CCCCS(=O)(=O)Nc1ccc(N2CCOCC2)c(S(=O)(=O)N2CCOCC2)c1,0,-2,4,5,-6,-22,8,-2
Cc1ccc2c(=O)cc(C(=O)NC3CCS(=O)(=O)C3)oc2c1 (stereo unspecified),-1,-7,0,5,-13,6,9,1
COCCN1C(=O)N(c2ccc(OC)cc2)C(=O)C1CC(=O)Nc1cccc(F)c1 (stereo unspecified),0,0,-5,5,1,5,3,-3
COc1ccccc1CNCC(=O)Nc1ccc(N(C)C)cc1,2,-7,-6,-6,1,8,-10,-8
Cc1oc2cc(O)ccc2c(=O)c1Oc1ccc(F)cc1,-7,-2,14,-1,2,-261,-1,2
O=C(c1cccc(S(=O)(=O)N2CCc3ccccc32)c1)N1CCN(c2ccccn2)CC1,3,-7,8,7,10,13,-26,2
CCc1c(C(=O)NCc2cnn(C)c2)csc1C,0,-4,15,3,-21,21,-1,-1
CCN(CC)C(=O)[C@H]1C[C@H](CC(=O)NCCC2=CCCCC2)C(=O)N2CCc3c([nH]c4cc(CCC(=O)N(C)C)ccc34)[C@]12C,-1,3,/,0,19,0,/,/
Cc1ccc(N2Cc3ccccc3OC(C)C2=O)cc1 (stereo unspecified),1,-9,1,-7,19,15,2,-9
COc1cc(OC)nc(NC(=O)CSc2nc3ccccc3[nH]2)n1,0,0,-2,-4,-4,19,-40,-14
O=c1[nH]nc(N/N=C/c2ccccc2OC(F)F)c(=O)[nH]1,3,-7,8,-2,-20,-42,12,-1
COc1ccc(/C=C2/NC(=O)N(CC(=O)Nc3cccc(C)c3)C2=O)cc1O,1,-2,-11,3,-1,-259,-10,1
C[C@H](NCCc1ccc(O)cc1)[C@H](O)c1ccc(O)cc1,-3,-5,6,4,-5,1,9,6
